Bioassay records deposited in PubChem BioAssay by several laboratories.
NPY Y1 blocker = NPY-Y1 (human) receptor antagonism; HEK293-CNG Y1 cells, membrane potential fluorescence; NPY at EC95, then isoproterenol; inhibition, % at 3.6 µM; 200,000 tested, 1% active; AID 1040;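 active means inhibition above the campaign mean inhibition of all tested compounds plus 3 SD, cut at about 20% in these data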;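 further: 0% = DMSO wells given NPY plus isoproterenol and 100% = isoproterenol alone without NPY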
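material = HEK293 cells with Y1 receptor plus CNG channel | also added = NPY 25 nM then isoproterenol 1 µM plus Ro 20-1724 25 µM | schedule = dye 3 h, compound 60 min room temperature, stimulation 45 min | measured by = membrane potential fluorescence | benchmarks = high control isoproterenol alone, low control NPY with isoproterenol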
Runt-CBFb FRET = blocks binding of human RUNX1 Runt domain to CBFb | inhibition, % at 20 µM | Cerulean-Runt/Venus-CBFb FRET ratio 530/480, 1 h | Q01196+Q13951 | 220,000 tested, 0.46% active;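 active means inhibition over about 50% at 20 µM in the single-dose screen, limit read from the data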;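 further: 0% = DMSO wells and 100% = excess unlabeled CBFb competitor control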
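Measured by: fluorescence energy transfer, 422 nm excitation, 530/480 nm emission; test system: Cerulean-tagged RUNX1 Runt domain (FRET donor) fusion protein; buffer or medium: Tris pH 7.5 buffer with BSA; compound: one dose, 20 µM compound, 1% DMSO; times: two 1 h room-temperature incubations shielded from light; benchmarks: unlabeled CBFb 5 µM, positive control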
Runt-SMMHC FRET = inhibitors of human RUNX1 Runt domain binding to CBFb-SMMHC; inhibition, % at 20 µM; AID 1434; 220,000 tested, 0.74% active; Cerulean-Runt/Venus-CBFb-SMMHC FRET ratio 530/480, 1 h;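 active means mean inhibition across duplicate retests at 20 µM reaching about 50%, limit read from the data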;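 further: 0% = DMSO wells and 100% = wells with excess untagged CBFb-SMMHC; inhibitors lower the FRET ratio by blocking Runt binding to CBFb-SMMHC; some results filed as inactive read as strong as hits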
Mdm2 ligase inh = Mdm2 E3 ligase (human) inhibition. cell-based MDM2 ubiquitination luciferase reporter, 2 h; 0 = plate control, 100 = twice control, blank-subtracted. signal enhancement, % at 5 µM. 210,000 tested, 0.11% active;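 active means signal enhancement of 30% or more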;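 further: luminescence tracks abundance of the self-degrading MDM2-luciferase fusion protein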
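Assay system: stable mammalian line carrying autodegrading MDM2–luciferase fusion reporter; amount: 2000 cells seeded into each well; buffer or medium: DMEM; benchmarks: plate control and blank wells; signal: luciferase luminescence; timing: 2 h compound exposure at 37 °C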
RBBP9 inhibitor = inhibitors of human serine hydrolase RBBP9. O75884. recombinant RBBP9, FP-Rh probe fluorescence polarization. inhibition, % at 7.94 µM. 220,000 tested, 0.2% active. AID 1515;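 active means inhibition above the campaign mean of all tested compounds plus 3 SD, cut at about 14% in these data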;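 further: plate controls were DMSO wells with RBBP9 for no effect and wells lacking RBBP9 protein for full effect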
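System: RBBP9 protein / Buffer or medium: Tris/NaCl buffer pH 8.0 with 0.1% Pluronic / Probe or stimulus: Serine-hydrolase probe FP-Rh, 375 nM pre-mixing / Dosing: 7.94 µM single dose, 0.794% DMSO / Times: enzyme-compound preincubation 30 min, then probe labeling 45 min, 25 °C / Technique: fluorescence polarization (mP), excitation 525 nm, emission 598 nm / Replication: singlicate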
Hck-Nef inh = blocks Nef-activated human Hck kinase; P08631; inhibition, % at 20 µM; Recombinant Hck-YEEI plus Nef, Z-Lyte FRET kinase assay; AID 463187; 220,000 tested, 0.68% active;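 active means Hck-Nef kinase inhibition above about 50%, limit read from the data; inactive means inhibition below that limit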;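 further: 0% = DMSO with Hck plus Nef and 100% = Hck alone without Nef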
Target sequence (P08631 whole entry, looked up): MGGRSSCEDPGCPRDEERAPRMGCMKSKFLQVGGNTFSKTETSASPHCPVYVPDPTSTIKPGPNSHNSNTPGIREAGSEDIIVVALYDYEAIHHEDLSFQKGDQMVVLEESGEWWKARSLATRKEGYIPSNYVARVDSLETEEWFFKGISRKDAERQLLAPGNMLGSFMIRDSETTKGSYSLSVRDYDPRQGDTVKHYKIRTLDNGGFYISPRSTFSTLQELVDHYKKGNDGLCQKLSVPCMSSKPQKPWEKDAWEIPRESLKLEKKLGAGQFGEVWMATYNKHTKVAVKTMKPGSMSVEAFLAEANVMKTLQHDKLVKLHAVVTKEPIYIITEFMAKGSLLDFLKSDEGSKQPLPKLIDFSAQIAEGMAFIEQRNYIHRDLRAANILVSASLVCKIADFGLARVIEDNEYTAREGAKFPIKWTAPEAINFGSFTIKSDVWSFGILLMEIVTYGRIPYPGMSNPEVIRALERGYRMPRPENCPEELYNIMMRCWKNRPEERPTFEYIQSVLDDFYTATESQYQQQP
NPY-Y1 PAM-ag = potentiates or activates human NPY-Y1 receptor | P25929 | NPY-Y1 expressing cells, potentiator/agonist activation | activation, % at 3.6 µM | 220,000 tested, 0.37% active; in the data active means activation above about 33%, passing the limit was not always enough;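 further: cells stimulated with NPY at EC10 then isoproterenol at EC100; 0% = low agonist plus stimulus and 100% = saturating agonist plus stimulus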
p97 inhibitor = blocks human p97 ATPase activity; inhibition, % at 8 µM; AID 1481; P55072; recombinant p97 ATPase, Kinase-Glo ATP luminescence, 3 h; 220,000 tested, 0.42% active; in the data active means inhibition above about 15%;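 further: 0% = DMSO vehicle and 100% = wells lacking enzyme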
NPY2 pot ag = human NPY-Y2 potentiation or agonism, primary screen. AID 1359. 220,000 tested, 0.45% active. activation, % at 3.6 µM. cells expressing NPY-Y2, potentiator/agonist read-out; in the data active means activation above about 27%;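 further: cells stimulated with NPY near EC25 plus isoproterenol at EC100; 0% = vehicle plus submaximal agonist and 100% = vehicle plus saturating agonist; some results beyond the cut were filed as inactive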
Target sequence (P49146 whole entry, looked up): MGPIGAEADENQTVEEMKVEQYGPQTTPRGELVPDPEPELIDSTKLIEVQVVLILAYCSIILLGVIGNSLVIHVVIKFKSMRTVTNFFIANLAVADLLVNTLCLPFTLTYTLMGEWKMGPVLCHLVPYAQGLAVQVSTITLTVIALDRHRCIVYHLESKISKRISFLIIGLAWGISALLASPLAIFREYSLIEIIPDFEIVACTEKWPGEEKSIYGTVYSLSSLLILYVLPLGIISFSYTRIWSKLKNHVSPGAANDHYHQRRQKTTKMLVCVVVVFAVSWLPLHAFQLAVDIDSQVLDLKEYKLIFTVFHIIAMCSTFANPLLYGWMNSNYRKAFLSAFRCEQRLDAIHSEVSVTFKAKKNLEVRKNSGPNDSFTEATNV
* hit, by the source's call; . = no result given.

structure,NPY Y1 blocker,Runt-CBFb FRET,Runt-SMMHC FRET,Mdm2 ligase inh,RBBP9 inhibitor,Hck-Nef inh,NPY-Y1 PAM-ag,p97 inhibitor,NPY2 pot ag
COc1ccc2c(c1)c(CC(=O)Nc1ccc(C)cc1)c(C)n2C(=O)c1ccc(Cl)cc1,2,2,0,3,-6,6,-8,5,8
O=C(CSc1nc2scc(-c3ccccc3)c2c(=O)[nH]1)N1CCCCC1,8,0,-1,-17,5,5,0,0,-19
COc1ccc(/C=N/OC(=O)Nc2ccccc2)cc1[N+](=O)[O-],-2,1,2,-3,-4,4,-37,-1,-10
O=C(Nc1cccc(C(F)(F)F)c1)C1CCCO1 (configuration not stated),-6,-3,-40,1,-1,16,7,6,-2
O=C(O)C1=C[C@H](c2ccc(F)cc2)C[C@H](OCCCCO)O1,.,0,0,-6,.,27,.,.,.
COc1ccccc1/C=C/C(=O)N1CCOCC1,4,-1,-3,-12,-7,10,7,5,-3
CCCn1c(=N)c(C(=O)NCC2CCCO2)cc2c(=O)n3cccc(C)c3nc21 (configuration not stated),4,12,38,-7,1,192*,-4,3,5
CC(O)C(=O)N/N=C/c1cccc(Cl)c1Cl (configuration not stated),0,2,-1,-17,-8,2,-25,-3,-1
N=C1C(c2nc3ccccc3c(=O)[nH]2)=C(O)CN1c1ccccc1,3,2,-4,-15,-2,1,-6,0,-10
CCN1CCN(Cc2nc3c(c(=O)n(C)c(=O)n3C)n2CC(=O)c2ccccc2)CC1,1,1,1,0,-4,22,3,0,-9
CC1(C)COC(c2cccn2Cc2ccc(F)cc2Cl)=N1,-1,-1,6,-13,-9,-2,11,-11,-11
c1ccc(C2CNCc3c2ccc2ccccc32)cc1 (configuration not stated),18,-2,3,-4,-6,7,-6,0,10
O=C(Nc1nnc(-c2ccc3c(c2)CCCC3)o1)C1CCCCC1,5,2,4,-30,-6,6,4,4,-4
COc1ccc(NC(=S)NCc2ccc3c(c2)OCO3)cc1,3,-3,-2,-2,-4,5,-3,-1,-14
CCOC(=O)C1=C(CC)Nc2ccccc2N=C1NC(=O)Nc1ccccc1OC,1,0,6,-16,-15,-1,-2,-6,4
O=C(Nc1cccc(-c2nc3ccccc3o2)c1)c1cccnc1,4,-1,0,-12,-8,20,5,2,6
CCOc1ccc2nc(NC(=O)CN3CCN(c4ccccn4)CC3)sc2c1,10,-3,1,-39,-4,0,-34,-6,-16
C/C(CC(=O)NCc1ccco1)=N\NC(=O)C(c1ccccc1)c1ccccc1,1,2,4,-12,-3,-1,-19,-3,-7
Cc1ccc(C(=O)N2CCCC(C(=O)c3cc(F)ccc3F)C2)s1 (configuration not stated),3,-1,-3,9,0,22,2,-1,-1
CN(Cc1nc(-c2cnccn2)no1)Cc1cccc2ccccc12,0,0,3,7,-2,15,3,2,1

Three entries drawn at random from the list so far, as already listed:
structure,NPY Y1 blocker,Runt-CBFb FRET,Runt-SMMHC FRET,Mdm2 ligase inh,RBBP9 inhibitor,Hck-Nef inh,NPY-Y1 PAM-ag,p97 inhibitor,NPY2 pot ag
C/C(CC(=O)NCc1ccco1)=N\NC(=O)C(c1ccccc1)c1ccccc1,1,2,4,-12,-3,-1,-19,-3,-7
CC1(C)COC(c2cccn2Cc2ccc(F)cc2Cl)=N1,-1,-1,6,-13,-9,-2,11,-11,-11
O=C(Nc1nnc(-c2ccc3c(c2)CCCC3)o1)C1CCCCC1,5,2,4,-30,-6,6,4,4,-4

Next structures:
structure,NPY Y1 blocker,Runt-CBFb FRET,Runt-SMMHC FRET,Mdm2 ligase inh,RBBP9 inhibitor,Hck-Nef inh,NPY-Y1 PAM-ag,p97 inhibitor,NPY2 pot ag
O=C(C1CC(c2ccccc2O)=NO1)N1CCc2ccccc2C1 (configuration not stated),14,1,2,-8,-5,0,-38,3,-2
CCOC(=O)C1CCCN(c2oc(-c3ccc(F)cc3)nc2C#N)C1 (configuration not stated),11,-4,2,-20,-9,16,-18,-7,-27
Cc1ccc(C(=O)N/N=C2\CCc3ccccc32)c(C)c1,-1,0,-2,.,-3,1,-15,1,-8
Cc1cc(C)n(CCNC(=O)CC2C(=O)NCCN2Cc2ccc(C)o2)n1 (configuration not stated),-3,-1,2,-8,-9,12,14,-1,-8
O=C(Nc1cccc(NC(=O)c2ccccc2[N+](=O)[O-])n1)c1ccccc1[N+](=O)[O-],1,-1,-4,8,-7,2,29,-3,-2
CSc1ccccc1NC(=O)CN(Cc1ccccc1)S(C)(=O)=O,4,0,3,-6,0,1,-7,1,-16
COc1ccc2cc(-c3cc(C(=O)OCC(=O)Nc4c(C)n(C)n(-c5ccccc5)c4=O)c4ccccc4n3)ccc2c1,3,-48,-42,-52,-8,24,-8,5,2
Cc1ccc(-n2ncc3c(=O)[nH]c(SCC(=O)N4CCCc5ccccc54)nc32)cc1,5,-16,-24,-10,-8,0,-10,3,9
CCOC(=O)Cc1csc(NC(=O)COc2ccc(C)c(C)c2)n1,6,.,.,-20,-3,53*,-3,1,-23
Cc1cc2ccccc2c(=O)n1CC(=O)NCC(=O)N1CCN(c2cccc(Cl)c2)CC1,-1,0,4,-5,0,0,6,-5,-11
Cc1cc(OCC(=O)Nc2ccc(Br)cc2)cc2c1C(=O)CC(C)(C)O2,.,0,5,-14,-4,20,-9,7,-17
c1ccc(-n2cccc2)c(N2CCCCC2)c1,.,0,-1,-4,3,-2,-24,-2,0
NC(=O)COC(=O)CC12CC3CC(CC(C3)C1)C2,-1,-1,-3,-11,-11,18,-8,3,0
COc1ccc([N+](=O)[O-])cc1NC(=O)C(C)Sc1nc(C)c(C)c(C)n1 (configuration not stated),2,-2,0,-6,-2,1,-5,7,12
CC(C)(C)NC(=O)CN(C(=O)C1CSC(=O)C1)c1ccccc1F (configuration not stated),-1,-3,-2,-8,-2,-11,3,2,5
N#CC1(C#N)CC(C=O)=C(N)C1(C#N)CC(=O)c1ccc(F)cc1 (configuration not stated),4,21,51*,-9,-12,0,4,-1,0
COc1ccc(C(C(=O)NC2CCCCC2)N(C(=O)c2sc(C)nc2C)c2ccccc2C)cc1 (configuration not stated),10,-1,-4,-4,-7,1,-16,0,-13
COC(=O)N/N=C/c1cc(Cl)cc(Cl)c1OCc1ccccc1F,0,-3,-2,-5,4,2,15,7,4
CCCCOC(=O)Cn1c2ccc(OC)cc2c2nc3ccccc3nc21,4,-25,-60,-16,-10,5,-4,-1,-14
CC(=O)Nc1ccc(OC(F)(F)C(F)C(F)(F)F)c(NC(C)=O)c1 (configuration not stated),-4,-1,1,1,-5,2,-1,-1,-2
O=C(CCCOc1ccc(Cl)cc1Cl)Nc1cccnc1,16,-1,2,-5,-6,4,-10,-3,-4
Oc1c(I)cc(Cl)c2cccnc12,4,3,10,.,-8,1,-7,3,5
CCCCn1nnc(NC(=O)c2ccc(-c3cccc(Cl)c3)o2)n1,7,0,-4,-4,-6,1,-31,4,-25
Cc1ccc(C)c(NC(=O)CSc2nnc(CCCCCNC(=O)OC(C)(C)C)o2)c1,2,-5,-2,-12,-2,1,3,2,1
COc1ccccc1Nc1c([N+](=O)[O-])cncc1[N+](=O)[O-],0,0,0,0,-9,19,4,6,7
Cc1ccc(/C=C2/NC(=O)N(Cc3ccc(Br)cc3)C2=O)o1,6,13,35,32*,-5,3,1,5,-1
O=C(NCC1CCCO1)c1ccc(COc2ccc(Cl)cc2)cc1 (configuration not stated),-7,-4,2,-23,6,6,6,-2,5
O=c1c2cc(F)ccc2[nH]c(=S)n1CCCN1CCOCC1,1,2,1,-18,-7,0,0,3,-6
CCCCOc1ccc(-c2cc(C(=O)NNC(=S)NCC)c3ccccc3n2)cc1,5,-3,6,-17,-4,-2,-31,-19,-26
S=c1[nH]ncc2ccccc12,5,1,-4,-14,-6,1,20,4,-2
CC(C)OCCCNC(=O)C1CCC(=O)N1C1CCCC1 (configuration not stated),6,3,1,-12,0,1,-5,3,2
CCCCC(=O)N=c1sc2c(OC)ccc(OC)c2n1C,.,-3,0,-3,-1,19,-11,1,-20
COC(=O)Cc1c(C)nc2nc(-c3ccccc3)[nH]n2c1=O,4,1,0,3,-8,-7,-4,-5,4
CN1CCc2nc(SCC(=O)Nc3ccc(F)cc3)c(C#N)cc2C1,-4,8,5,-9,-5,4,-16,4,5
Cc1cc(N2CCN(c3ccccc3)CC2)n2nnnc2n1,-1,-1,-2,0,-3,0,-8,5,11
CC(NC(=O)c1ccccc1N)c1ccccc1 (configuration not stated),-1,0,-4,-15,-7,-4,11,6,10
Cc1cccc(OCC(=O)NCc2ccncc2)c1C,-4,-1,1,-9,1,-9,-22,-2,-14
COc1ccc(C(C)=O)cc1CN1C(=O)NC2(CCCC2)C1=O,2,-3,0,-11,-13,22,-1,-3,-9
COc1ccc(Cn2c(CCC(=O)NCc3ccco3)nc3cccnc32)cc1,2,-1,4,-17,3,0,-4,5,6
CC1(C)CC(=O)C(C(C2=C(O)CC(C)(C)CC2=O)c2cccc(O)c2)C(=O)C1 (configuration not stated),-2,-1,-5,-18,-5,1,9,4,4
O=C(COC(=O)c1ccc(Cl)cc1O)NCCN1C(=O)CSC1=O,.,5,0,.,-7,2,-11,-5,-5
CCN(CC)c1ccc(/C=N/NC(=O)OC(C)(C)C)cc1,.,3,1,-9,-1,17,-6,-1,-20
CCN(CCNC(=O)C1CCN(c2nnc(-n3cccc3)s2)CC1)c1ccccc1,2,0,6,-3,-10,-1,-6,-3,-25
Cc1onc(-c2c(F)cccc2Cl)c1C(=O)O/N=C(\N)c1ccc([N+](=O)[O-])o1,.,0,0,-5,-7,10,11,0,-1
COCCNc1nc(C)cc(-c2cc(-c3ccc(Cl)cc3)on2)n1,.,-1,-3,14,.,29,.,.,.
CC(=O)NCCOc1c(C)cc(S(N)(=O)=O)cc1C,8,1,12,-20,8,4,10,7,7
Cc1ccc(CN2C(=O)CCC2C(=O)NCCCN2CCCCC2C)cc1 (configuration not stated),-2,2,1,-1,-6,0,3,-1,0
O=C(N[C@@H](c1ccccc1)[C@@H]1C[C@H]1C(=O)O)OCc1ccccc1,-1,-2,0,.,-8,-9,-25,-5,4
